Source: PubChem BioAssay (National Center for Advancing Translational Sciences (NCATS))
CBFb-RUNX1 inh: inhibitors of human CBF-beta and RUNX1 interaction | Q01196+Q13951 | AlphaScreen CBFb-His/RUNX1-biotin binding, biochemical | Potency, µM (doses to about 59.8 µM), for the others: at the top dose activity, negative = inhibition, actives largely listed as inhibitors | 230,000 tested, under 10 active | AID 1477; note: % of control where 0% means no effect
Target sequence (Q01196 whole entry, looked up): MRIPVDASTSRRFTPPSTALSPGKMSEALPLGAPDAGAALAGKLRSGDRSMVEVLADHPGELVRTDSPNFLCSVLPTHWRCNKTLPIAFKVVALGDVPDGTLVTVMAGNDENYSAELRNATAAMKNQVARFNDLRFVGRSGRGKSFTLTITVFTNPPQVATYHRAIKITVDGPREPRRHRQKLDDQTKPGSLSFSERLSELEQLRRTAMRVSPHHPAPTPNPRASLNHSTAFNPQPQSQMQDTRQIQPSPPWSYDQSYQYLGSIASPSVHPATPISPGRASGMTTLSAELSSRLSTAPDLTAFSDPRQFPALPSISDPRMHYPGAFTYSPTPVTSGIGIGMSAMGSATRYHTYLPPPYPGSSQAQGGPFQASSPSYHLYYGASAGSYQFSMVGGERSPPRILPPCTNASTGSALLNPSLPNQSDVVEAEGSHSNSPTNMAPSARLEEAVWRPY
Target sequence (Q13951 whole entry, looked up): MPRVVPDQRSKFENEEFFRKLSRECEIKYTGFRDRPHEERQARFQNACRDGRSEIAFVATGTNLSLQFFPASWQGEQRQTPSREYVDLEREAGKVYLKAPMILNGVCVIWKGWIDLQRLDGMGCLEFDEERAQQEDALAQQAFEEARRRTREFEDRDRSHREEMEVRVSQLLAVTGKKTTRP
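CBF-beta (His) and RUNX1 (biotin), 30 nM each; 20 min preassociation; + compound, 15 min; + beads 50 ng each (Ni, streptavidin), 90 min; RT; AlphaScreen read.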
HTT aggregate: reduces HttQ103-GFP aggregates in PC12 cells. PC12 HttQ103-GFP aggregates, Acumen cytometry, 40 h. AID 1688. Potency, µM (doses to about 46.1 µM), without a hit: at the highest dose activity change, negative = inhibition, actives largely listed as inhibitors. 1.1% of 220,000 active; note: potency is the fitted concentration of half-maximal effect; % is set by controls: 0 for no effect and ±100 for the full control effect; nearly all actives have a fitted effect of over 60% in size
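PC12/HTTQ103-GFP, ecdysone-inducible; teb 100 nM; cpd qHTS titration; GFP aggregates read on laser cytometer, Ex 488/Em 500-530 nm.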
HTT cytoprotect: cytoprotection in Huntington HTT-Q103 PC12 cell model. PC12 HTT-Q103 induced, cytoprotection, ATP luminescence, 40 h. Potency, µM (titrated, usually from 56.4 µM), inactives show cytoprotection (ATP increase), usual class: activators. 0.14% of 230,000 active;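 note: potency is the fitted concentration of half-maximal effect; % of control where 0% means no effect; nearly all actives have a fitted effect of over 45% in size; toxic huntingtin expression switched on by the ecdysone agonist tebufenozide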
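Rat PC12, Q103 Htt exon1-GFP fusion, ecdysone promoter; tebufenozide inducer 100 nM final; compound titration; qHTS, 1500 cells/well; ATPlite luminescent read.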
LMNA splice mod: changes lamin A minigene splicing in HeLa cells; HeLa LMNA splicing GFP/RFP minigene ratio, 48 h; Potency, µM (doses to about 46.1 µM), without a hit: at the highest dose ratio change, negative = inhibition, most hits filed as inhibitors; 0.01% of 200,000 active; active = well fitted inhibition curve with a large enough effect in the signal ratio, with a control signal flat, not every such curve was filed as active; inconclusive = small, poorly fitted or top-dose-only effect, or effect the other way, or a change in a side signal; the % refers to the signal ratio; note: potency is the fitted concentration of half-maximal effect; % is set by controls: 0 for no effect and ±100 for the full control effect
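Read-out is the ratio of GFP to DsRed2 object intensity, acquired by 488 nm laser-scanning cytometry on HeLa lamin A-EGFP minigene reporter cells. Compound incubation 48 hrs at 37 °C in Opti-MEM with 2% FBS; DMSO 0.5% final.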
Luc counter: counter-screen: inhibitors of Kinase-Glo firefly luciferase; Q27757; Kinase-Glo luciferase, ATP luminescence, 8 min; Potency, µM (top dose mostly 38.3 µM), for the others: at the top dose activity change, negative = inhibition, actives largely listed as inhibitors; 0.28% of 200,000 active; note: potency is the fitted concentration of half-maximal effect; % is set by controls: 0 for no effect and ±100 for the full control effect; nearly all actives have a fitted effect of over 60% in size
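Kinase-Glo luciferase light output from ATP and luciferin was measured with 10 uM ATP, within the enzyme's linear range. Buffer: 50 mM imidazole pH 7.2, 50 mM KCl, 7 mM MgCl2, 0.01% Tween 20, 0.05% BSA; luminescence read after 8 min at ambient temperature.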
SMN2 splice enh: SMN2 splice variant enhancement; HEK293 SMN2-luciferase splicing reporter, luminescence, 30-36 h; Potency, µM (top dose mostly 46.1 µM), for the others: top-dose activity change, positive = activation, most hits filed as activators; 2.8% of 210,000 active; AID 1458; note: potency is the fitted concentration of half-maximal effect; % of control where 0% means no effect; nearly all actives have a fitted effect of over 55% in size
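qHTS luciferase splicing reporter: luminescence rises when SMN2 exon 7 is included in transfected HEK293 cells. Compound exposure lasted 30-36 h at 37C, with 4.5 mM final sodium butyrate as control, followed by a ONE-Glo read.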
IMPase Li cell: membrane-permeable IMPase blocker, potentiated with lithium. Potency, µM (top dose mostly 59.4 µM), for the others: at the highest dose activity, negative = IMPase inhibition, usual class: inhibitors. CHO-M1 cells, IP1 TR-FRET (IP-One), carbachol + lithium. AID 1457. 0.35% of 210,000 active;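 note: IP1 builds up when IMPase is blocked and the TR-FRET signal falls; potency is the fitted concentration of half-maximal effect; plate controls were basal vehicle for no effect and high inhibitor control for full effect; nearly all actives have a fitted effect of over 50% in size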
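Readout is a homogeneous TR-FRET IP1 immunoassay (Ex 320, Em 665 and 620), where raised cytosolic IP1 lowers signal. Cells were CHO-M1 treated 30 min at 37C with test compounds plus a little lithium; AC50 values came from Hill-equation fitting.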
The depositor's hits bear a star; ? = inconclusive; · = not tested or not shown; & = joins results of further samples; [ ] = another dose, or the depositor's remark. Unless noted, calls come from the whole dose curve; as a rule, active = well fitted curve in the direction sought with a large enough effect; inconclusive = small, poorly fitted or top-dose-only effect, or another doubt; inactive = no such curve, though single readings can be large; an effect the other way counts as inactive or inconclusive.

Structure,CBFb-RUNX1 inh,HTT aggregate,HTT cytoprotect,LMNA splice mod,Luc counter,SMN2 splice enh,IMPase Li cell
CCC(=O)N1c2ccccc2C(N(C(C)=O)c2ccccc2)CC1C (configuration not stated),-1%,6%,-13%[10 µM],?,1%,5.6µM*,12%
CCOCCCNC(=S)N(Cc1ccccc1)Cc1nc2ccccc2c(=O)[nH]1,-10%,-13%,11%[10 µM],0%,2%,-7%,8%
CCNC(=O)C1CC(=O)N(Cc2ccc3c(c2)OCO3)C(=Nc2ccc(OCC)cc2)S1 (configuration not stated),10%,-4%,-4%,5%,1%,19%,1%[38.3 µM]
Cc1cc(C)cc(NC(=O)c2cnn(-c3ccccc3)c2C2CCNCC2)c1,9%,5%,-49%[inhibitor],15%[9.22 µM],0%,17%,-6%
Cc1cc(C(=O)CN2C(=O)NC3(CCCCC3)C2=O)c(C)n1C,-15%,8%,-27%,2%[46 µM],-4%,28%,0%
Cc1ccc2nsnc2c1NS(=O)(=O)c1c(C)ccc2nsnc12,-4%,-5%,-12%,10%,-2%,3%,-1%[38.3 µM]
Clc1ccc(C(c2nnnn2C2CCCC2)N2CCSCC2)cc1 (configuration not stated),4%,-3%,4%[10 µM],?,1%,-13%,1%[38.3 µM]
Cc1ccc(SCCNS(=O)(=O)c2ccc3c(c2)OCCO3)cc1,16%,-26%,9%,?,3%,-2%,23%
COC(=O)CC1c2ccccc2C=C(C2CC2)N1C(=O)OC (configuration not stated),4%,·,-6%,7%[9.22 µM],1%,-3%,3%&0%
CCCN(CCC)C(=O)CSc1ncccc1C(=O)O,3%,-17%,·,-7%,-1%,2%,0%
COc1ccc(S(=O)(=O)N2CCN(C)CC2)cc1C,1%,5%,11%,5%,0%,-30%,6%[38.3 µM]
O=C1N/C(=C/c2ccco2)C(=O)N1Cc1ccccc1F,?,19%,-46%[inhibitor][10 µM],-5%,0%,-7%,1%
Cc1cc(=O)n(Cc2ccc(OC(C)C)cc2)c(=S)[nH]1,6%,29%[9.22 µM],18%[10 µM],·,0%,2%,25%
CCn1cc(C(=O)N2CCN(c3ccc(C(C)=O)cc3)CC2)c2cc(OC)c(OC)cc2c1=O,6%,15%,-30%[inhibitor],-17%[9.22 µM],-2%,25%&7%,5%
CC(=O)Nc1ccc2c(c1)nc1n2CCSC1,-1%,1%[9.22 µM],5%,4%,5%,-28%,-7%[38.3 µM]
N#Cc1c2c(c[nH]c1=O)CCN2Cc1ccccc1,6%,-9%,10%[10 µM],-6%,-2%,1%,1%
O=C(CNC(=O)c1ccco1)Nc1cc(Cl)ccc1N1CCOCC1,3%,1%,1%,13%,-4%,23%,46%[activator][38.3 µM]
CCc1cccc2[nH]c3cc([N+](=O)[O-])ccc3c12,-1%,1%[9.22 µM],1%[10 µM],·,·,·,·
COc1ccc(NC(=O)C2CCCN2C(=O)NCc2ccccc2)cc1 (configuration not stated),?,2%,-30%[inhibitor],·,0%,-2%,12%
CC(C)C(c1nnnn1Cc1ccco1)N1CCN(c2nc3ccccc3s2)CC1 (configuration not stated),0%,-5%,0%,?,·,·,·
Nc1nc(CSc2nc3ccccc3s2)nc(N2CCOCC2)n1,-3%,-7%[9.22 µM],-3%[10 µM],·,2%,-32%[inhibitor],-27%
O=C(NC1CCCCC1)N1CCCCCCC1,12%,-10%,-2%,7%,-1%,-8%,-8%[38.3 µM]
Cc1ccc(C(=O)N/C(=C\c2ccccc2)C(=O)NCc2ccncc2)cc1,-18%,-4%,4%,7%[0.0737 µM],-2%,15%,-7%[38.3 µM]
COc1cc2c(cc1OC)C[N+](C)(C)CC2,14%,5%[9.22 µM],-13%[10 µM],·,·,·,14%

2 records drawn at random from the list so far, as already listed:
Structure,CBFb-RUNX1 inh,HTT aggregate,HTT cytoprotect,LMNA splice mod,Luc counter,SMN2 splice enh,IMPase Li cell
COc1cc2c(cc1OC)C[N+](C)(C)CC2,14%,5%[9.22 µM],-13%[10 µM],·,·,·,14%
COc1ccc(NC(=O)C2CCCN2C(=O)NCc2ccccc2)cc1 (configuration not stated),?,2%,-30%[inhibitor],·,0%,-2%,12%

(list continues)
Structure,CBFb-RUNX1 inh,HTT aggregate,HTT cytoprotect,LMNA splice mod,Luc counter,SMN2 splice enh,IMPase Li cell
O=C1CCC[C@@H]2CC(NCc3ccc(Cl)c(Cl)c3)C[C@@H]3CCN1[C@H]23 (some centres not stated),22%[89.1 µM],·,-16%,·,1%[39.9 µM],·,7%
Cc1cc(NC(=O)CCC(=O)N(c2ccccc2)C2(C(=O)NC3CCCCC3)CCCC2)no1,9%,-12%,-10%,1%,-4%,9%,-3%[38.3 µM]
NC(C(=O)O)(c1ccc(P(=O)(O)O)cc1)C1CC1 (configuration not stated),19%,·,-37%[inhibitor],·,·,7%,-7%
O=C(COc1ccc(F)cc1)Nc1nnc(-c2ccncc2)s1,7%,31%,2%,-4%,5%,-23%,-11%[38.3 µM]
Cc1ccc(-c2cnc3cc(C)nn3c2)cc1,9%,-2%,-26%[10 µM],?,-27%,13µM*,4%
COc1ccc2c(OC)cc(-c3ccccc3)nc2c1,10%,-2%,17%[10 µM],-9%,2%,-35%[inhibitor],23%
Cc1cc(C)cc(NC(=O)C(=O)NCc2ccccn2)c1,1%,8%,-2%[10 µM],-5%,0%,-5%,-4%
Cc1c(CNC2CCCC2)c(C(=O)O)c(C)n1Cc1ccccc1,3%,0.79µM*,115%[10 µM],-10%,1%,-3%,16%
Cc1oc(C(C)(C)C)cc1-c1cc(NC(=O)c2ccc([N+](=O)[O-])cc2)n[nH]1,7%,-5%[9.22 µM],-6%[10 µM],·,·,·,·
CN(C)c1ccc(/C=C2\N=C(c3ccc(Cl)c([N+](=O)[O-])c3)NC2=O)cc1,?,-8%[9.22 µM],-4%[10 µM],·,·,·,6%
Cc1ccc(NC(=O)c2ccc(OCC3CCCO3)cc2)c(C)c1 (configuration not stated),8%,11%,28%[10 µM],-4%,-2%,?,4%
COC(=O)CNC(=O)c1sc2ncn(CC(=O)Nc3ccc(C)c(Cl)c3)c(=O)c2c1C,3%,-23%,5%,·,-1%,6%,6%
Nc1nnc(CCCCCCCCCCc2nnc(N)s2)s1,4%,11%[9.22 µM],10%[10 µM],-4%[46 µM],-1%,·,-1%
O=C(c1ccco1)n1c(=S)nc2ccccn21,6%,-10%,-17%,2%,13µM*,?,8%[38.3 µM]
CCOc1cc(CNCc2ccccn2)ccc1OCC(=O)NC1CCCCC1,-16%,-14%,22%,2%,0%,-35%[inhibitor],24%[38.3 µM]
Cc1nnc(NC(=O)CSc2nnc3scc(-c4ccc(C)c(C)c4)n23)s1,3%,-1%,-11%,2%,-3%,5%,-2%[38.3 µM]
O=C(CS(=O)(=O)c1c[nH]c2ccccc12)N1CCCCCC1,-2%,5%,-15%,?,0%,-8%,-4%
CC(C)(C)NC(=O)COC(=O)Cc1ccc(Cl)cc1,-2%,6%[9.22 µM],4%[10 µM],3%,1%,0%,-7%[38.3 µM]
O=S(=O)(c1cccc(C(F)(F)F)c1)N1c2ccccc2-n2cccc2[C@H]1c1cccnc1,·,·,11%[10 µM],·,-5%[7.66 µM],-42%[inhibitor][9.22 µM],14%
c1ccc(-n2nnnc2SCc2cn3ccccc3n2)cc1,12%,-4%,-12%,-8%,-2%,9%,16%[38.3 µM]
Cc1cc(C(=O)CN2C(=O)NC3(CCCc4sccc43)C2=O)c(C)n1-c1ccccc1 (configuration not stated),?,22µM*,·,?,-1%,10%,4%
CCn1c(CNc2ccc(Cl)cc2)nnc1SCc1ccccc1,-1%,?,-4%,-9%,-2%,-9%,25%[38.3 µM]
Fc1ccc(CSc2ncnc3scc(-c4ccccc4)c23)cc1,-2%,-27%,9%[10 µM],?,-1%,-3%[1.84 µM],19%
Brc1ccc(CSc2nnc(Cc3c[nH]c4ccccc34)o2)cc1,-4%,?,4%[0.074 µM],?,11%,3%,-1%[38.3 µM]
O=C(CCCn1cnc([N+](=O)[O-])n1)Nc1cccc2ccccc12,10%,-1%,-18%,-8%[46 µM],3%,11%,3%
Cn1c(NCc2cccnc2)nc2c1c(=O)n(Cc1ccccc1F)c(=O)n2C,5%,-14%,5%[10 µM],?,1%,-35%[inhibitor],21%[38.3 µM]
CCN(CC)CCNc1nc2c(c(=O)n(C)c(=O)n2C)n1C/C=C(/C)Cl,1%,-12%,20%,4%,1%,-15%,13%[38.3 µM]
CCOC(=O)c1c(C)[nH]c(C2=NNC(=Nc3cccc(Cl)c3)SC2)c1C,?,?,·,?,-1%,-74%[inhibitor],-6%
CC(=O)c1cccc(N(CC(=O)Nc2ccc(F)cc2F)S(C)(=O)=O)c1,4%,-4%,-3%,3%,-3%,9%,-6%[38.3 µM]
CN(C)C(=O)c1ccc(-c2cncnc2Nc2ccc(F)cc2)cc1,·,·,-24%,17%,·,·,8%
Cc1ccc(CNS(=O)(=O)c2ccc3c(c2)CCN3C(=O)CCCC(=O)O)cc1,-4%,?,-55%[inhibitor][10 µM],·,·,·,-9%
Cc1ccc(C2=NNC3(CCOC(C)(C)C3)S2)cc1 (configuration not stated),-1%,·,·,·,1%,4%,11%
C#CCNC(=O)C1=C[C@H](c2ccccc2)[C@@H](CCCO)[C@H](OCC)O1,6%,-8%[9.22 µM],10%[10 µM],·,·,·,-8%
Cc1ccc(OCC(=O)N2CCN(c3nnc(-c4ccc(C)cc4)c4ccccc34)CC2)cc1,-17%,3%[9.22 µM],-84%[inhibitor],?,3%,-43%[inhibitor],29%[38.3 µM]
O=C(Nc1ccc2nn(-c3ccccc3)nc2c1)c1cccnc1,-3%,-6%,-29%,11%,-2%,-4%,-3%[38.3 µM]
CCOc1ccc(C(=O)Nc2nc3ccccc3[nH]2)cc1OCC,-3%,13µM*,-5%[10 µM],-5%[46 µM],-1%,-39%[inhibitor],24%
CCCCCCCCC(=O)NCCOc1ccc(OC)cc1,6%,0%,14%[10 µM],6%,-4%,-1%,7%
